tuberculosis growth: growth inhibition of non-replicating M. tuberculosis (AID 488890) | Mycobacterium tuberculosis non-replicating, growth inhibition; higher % means a stronger effect | 0.39% of 320,000 active | inhibition, % at 25 µM, or IC50 in µM where a hit was titrated; in the data active = a potency from the dose series; inconclusive = inhibition mostly from about 82% at the one dose, without a potency; inactive = the rest, 99 in 100 with inhibition below about 76%;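 note: plate controls were DMSO cells for no effect and high antibiotic wells for full effect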
M. tuberculosis HTS: M. tuberculosis growth inhibition, HTS (AID 449762) | inhibition, % at 25 µM; hits with a dose series show IC50 in µM | M. tuberculosis H37Rv growth inhibition, 7H9 media; higher % means a stronger effect | 0.59% of 330,000 active; in the data active = a potency from the dose series; inconclusive = inhibition above about 70% without an active follow-up result;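 note: bacterial growth assessed after seven days of incubation; strong numbers were not always called active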
Salmonella PhoP GFP: Inhibition of PhoP regulon, Salmonella typhi GFP reporter cells, confirmation, 4 h (AID 1850); one-dose inhibition, % at 50 µM; IC50 in µM for titrated hits; 0.33% of 310,000 active; Salmonella Typhi PhoP-promoter GFP reporter, fluorescence, 4 h; higher % means a stronger effect; in the data active = a potency from the dose series; inconclusive = inhibition mostly from about 25% at the one dose, without a potency; inactive = the rest, 99 in 100 with inhibition below about 19%;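 note: 0% = induced wells with vehicle and 100% = uninduced wells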
H1N1 NS1A inhibition: NS1A inhibition, H1N1 influenza, cell based functional assay (AID 504329). NS1A functional cell-based assay, percent inhibition; higher % means a stronger effect. inhibition, % at 12.5 µM, or IC50 in µM where a hit was titrated. 0.3% of 340,000 active; in the data active = a potency from the dose series; inconclusive = inhibition above about 27% without an active follow-up result; note: strong numbers were not always called active
inhibitors of VEEV: inhibitors of VEEV TC-83 cytopathic effect, confirmation, Vero cells (AID 588727); 0.13% of 350,000 active; Vero cells, VEEV TC-83 cytopathic effect inhibition; higher % means a stronger effect; inhibition, % at 20 µM, or IC50 in µM where a hit was titrated; in the data active = a potency from the dose series; inconclusive = inhibition mostly from about 14% at the one dose, without a potency; inactive = the rest, 99 in 100 with inhibition below about 12%; note: strong numbers were not always called active
inhibitors of VEEV 10K pilot screen: second read-out of inhibitors of VEEV, no call of its own (marks repeat the call); inhibition, %; measured here: 10K pilot screen inhibition
Active calls of the source: *; i = inactive; ? = inconclusive; . = no result given.

SMILES	tuberculosis growth	M. tuberculosis HTS	Salmonella PhoP GFP	H1N1 NS1A inhibition	inhibitors of VEEV	others
Cc1cc(C)n(CCNC(=O)CC2C(=O)NCCN2Cc2ccc(C)o2)n1 (stereo unspecified)	-7%	-6%	-3%	-7%	0.6%
CCn1nc(C(=O)OCC(=O)c2cc(C)n(Cc3cccs3)c2C)c2ccccc2c1=O	29%	1%	3%	15%	9.0%
Cc1csc2nc(O)c(C(=O)NC3CCCCC3C)c(=O)n12 (stereo unspecified)	23%	3%	8%	-3%	9.9%
COc1ccc2nc(C)cc(N3CC(C)OC(C)C3)c2c1 (stereo unspecified)	-8%	-12%	-4%	-8%	2.8%
Cc1nc(CC(=O)N2CCN(c3cccc(C)c3C)CC2)cs1	18%	-17%	.	-13%	i
N#Cc1cnn2c(-c3ccccc3)ccnc12	6%	-15%	-13%	-14%	0.6%
Cc1ccc(OCC(=O)N[C@@H](C)c2nnc3ccccn23)cc1C	13%	7%	8%	3%	1.2%
CC(=O)Nc1ccc(NC(=O)C2CC(=O)N=C(N)S2)cc1 (stereo unspecified)	14%	-4%	-7%	3%	i	inhibitors of VEEV 10K pilot screen=1.2
COc1ccc(CNc2nc3nc(C)cc(C)n3n2)cc1OC	6%	-14%	-7%	-6%	i
O=C(c1ccoc1)N1CCC2(CCCN(Cc3ccc(F)c(F)c3)C2)C1 (stereo unspecified)	26%	6%	0%	1%	0.9%
COc1ccccc1C(=O)NC(=O)COC(=O)c1ccc(Cl)nc1	-17%	-6%	3%	0%	1.4%
CCOc1ccc(NC(=O)N(CCC(C)C)C(C)c2ccco2)cc1 (stereo unspecified)	32%	-5%	-6%	-1%	i
CN(CC(=O)Nc1cccc(S(=O)(=O)N2CCCC2)c1)CC(=O)Nc1ccc(Cl)c(C(F)(F)F)c1	30%	-3%	13%	-5%	3.2%
c1ccc(OCc2nnc(-c3ccccc3)o2)cc1	62%	4%	7%	-6%	0.8%
CC(C)(C)OC(=O)NNC(=O)Nc1ccccc1C(F)(F)F	-4%	-9%	5%	-1%	i
Cc1cccc(C)c1NC(=O)CSCc1cccc(CSCC(=O)Nc2c(C)cccc2C)n1	-5%	-6%	1%	2%	1.2%
COc1cccc(C(=O)Nc2ccc(NC(=O)C3C4C=CC(C4)C3C(=O)O)cc2)c1 (stereo unspecified)	28%	-11%	10%	6%	10%
Cc1nnc2ccc(-c3ccc(NS(=O)(=O)c4ccccc4[N+](=O)[O-])cc3)nn12	-15%	-5%	.	-1%	2.0%
Cn1nnc(C(O)CN2CCOCC2)n1 (stereo unspecified)	5%	-1%	5%	5%	i
COc1ccc([N+](=O)[O-])cc1N(CC(O)CN1CCCCC1)S(=O)(=O)c1ccccc1 (stereo unspecified)	14%	-6%	6%	-8%	i
Brc1ccccc1-c1csnn1	-7%	2%	-8%	-4%	i
Cc1ccc(C)c(C(=O)CCC(=O)Nc2cccnc2)c1	8%	-11%	2%	-4%	7.5%
O=C(NC(=S)NNC(=O)c1ccccc1O)c1ccccc1	?	9%	4%	14µM*	2.1%
OCCNc1nc(C2CC2)nc2c1nnn2Cc1ccccc1Cl	4%	1%	2%	5%	1.1%
Cn1c(-c2c(N)n(-c3ccccc3)c3nc4ccccc4nc23)nc2ccccc21	?	?	-11%	-43%	7.9%

Brought forward from above: 3 entries, then new ones.
SMILES	tuberculosis growth	M. tuberculosis HTS	Salmonella PhoP GFP	H1N1 NS1A inhibition	inhibitors of VEEV	others
O=C(NC(=S)NNC(=O)c1ccccc1O)c1ccccc1	?	9%	4%	14µM*	2.1%
OCCNc1nc(C2CC2)nc2c1nnn2Cc1ccccc1Cl	4%	1%	2%	5%	1.1%
Cn1c(-c2c(N)n(-c3ccccc3)c3nc4ccccc4nc23)nc2ccccc21	?	?	-11%	-43%	7.9%
COc1cc(OC)c(C(=O)NC2CCCCCC2)cc1OC	25%	3%	3%	-1%	2.2%
CC(C)Nc1ncnc2c1nnn2Cc1ccccc1	-3%	-8%	3%	1%	8.3%
Cn1c(=O)n(C)c2cc(N3CCOCC3)c(NC(=O)c3ccc(F)cc3)cc21	-9%	6%	1%	-2%	1.9%
Cc1c(NC(=O)CSc2ncnc3ccccc23)c(=O)n(-c2ccccc2)n1C	-5%	-4%	-9%	-6%	0.7%
Cc1ccc(S(=O)(=O)N2CCCCC2)cc1C(=O)N1C(C)CCCC1C (stereo unspecified)	2%	-1%	.	-10%	i
COc1ccc(C(=O)C2CCCN(Cc3cccc4c3OCO4)C2)cc1OC (stereo unspecified)	3%	-3%	-11%	4%	0.7%
N=C1C(c2ccccc2)=C(O)CN1c1cccc(S(=O)(=O)N2CCOCC2)c1	-16%	-8%	22%	-9%	i
N#Cc1cccc(-n2nnnc2-c2ccccn2)c1	-23%	-3%	4%	8%	0.9%
CCOC(=O)CNC(=O)Cn1cnc2c(nnn2-c2ccc(C)cc2)c1=O	1%	-6%	-8%	1%	4.1%
Cc1ccc(-c2nn(-c3ccccc3)cc2C(=O)O)o1	-5%	-5%	1%	.	.
CCOC(=O)C(C(=O)N(C)Cc1ccccc1)C1CCCCC1 (stereo unspecified)	33%	2%	-8%	1%	0.5%
CCCn1c(=O)c2[nH]cnc2n(-c2ccccc2C)c1=O	-20%	-11%	-3%	-1%	1.2%
Cc1cccc(NC(=O)C2CCCN(C(=O)NCc3ccccc3)C2)c1C (stereo unspecified)	16%	-1%	14%	5%	1.9%
NC(=O)C1(N2CCCCC2)CCN(Cc2ccccc2Cl)CC1	7%	10%	-3%	-4%	i
CCOP1(=O)C=C(C(C)(C)C)OC1c1ccc(F)cc1 (stereo unspecified)	-11%	0%	0%	5%	i
CN(C)CCNC(=O)Cn1nc(-c2ccc(Cl)cc2)ccc1=O	8%	0%	-5%	-3%	i
Brc1cc2c(cc1C1Nc3ccccc3C3C=CCC31)OCO2 (stereo unspecified)	-23%	6%	-3%	2%	3.8%
CCCCCc1nnc(NC(=O)CN2C(=O)C3CCCCC3C2=O)s1 (stereo unspecified)	3%	1%	-3%	-6%	0.2%
Cc1cc(C)c(NC(=O)CS(=O)CC(=O)NCCCc2ccccc2)c(C)c1 (stereo unspecified)	4%	-4%	4%	-1%	i
O=C1C=C(NCc2ccc(Cl)cc2Cl)C2(CCCCC2)O1	43%	-8%	4%	-4%	1.1%
Cn1c(SCC(=O)N2CCc3ccccc3C2)nnc1-c1ccncc1	-5%	3%	-8%	-11%	i
CN1CCN(c2ccc(NC(=O)COc3ccccc3Cl)cc2)CC1	7%	2%	6%	3%	1.8%
O=C(N1CCOCC1)N1CCN(S(=O)(=O)N2CCCCC2)CC1	-5%	-1%	6%	0%	0.8%
Cc1oc(-c2ccccc2F)nc1CSCC(=O)NCc1ccc2c(c1)OCO2	0%	-8%	-7%	-10%	1.4%	inhibitors of VEEV 10K pilot screen=0.2
C/C=C/c1c(F)c(F)c(Oc2ccc(C(=O)O)cc2)c(F)c1F	66%	9%	-1%	7%	1.0%

Reprinted at random: 4 entries already listed, in no set order.
SMILES	tuberculosis growth	M. tuberculosis HTS	Salmonella PhoP GFP	H1N1 NS1A inhibition	inhibitors of VEEV	others
Cc1c(NC(=O)CSc2ncnc3ccccc23)c(=O)n(-c2ccccc2)n1C	-5%	-4%	-9%	-6%	0.7%
Cn1c(SCC(=O)N2CCc3ccccc3C2)nnc1-c1ccncc1	-5%	3%	-8%	-11%	i
NC(=O)C1(N2CCCCC2)CCN(Cc2ccccc2Cl)CC1	7%	10%	-3%	-4%	i
Cn1c(=O)n(C)c2cc(N3CCOCC3)c(NC(=O)c3ccc(F)cc3)cc21	-9%	6%	1%	-2%	1.9%

Additional results.
SMILES	tuberculosis growth	M. tuberculosis HTS	Salmonella PhoP GFP	H1N1 NS1A inhibition	inhibitors of VEEV	others
O=C1C=CC(=O)N1c1ccccc1N1C(=O)C=CC1=O	.	.	.	-12%	?
O=C1NC2=C(CCc3ccccc32)C(c2ccccc2)N1 (stereo unspecified)	10%	2%	-1%	-5%	0.6%
O=C(O)CCn1c(=O)c2ccccc2c2ccccc2c1=O	-6%	8%	11%	-12%	3.9%
CN(C)c1nc(SCC#N)nc(N2CCOCC2)n1	0%	-6%	-1%	-7%	1.0%
Cc1ccc(C2CC(c3cccs3)=NN2S(=O)(=O)c2ccc(C)cc2)cc1 (stereo unspecified)	16%	17%	4%	-4%	i
O=C(CSc1ccc(-c2ccccn2)nn1)c1ccccc1	?	?	6%	11µM*	3.1%
CCCCCC(=O)N/N=C/c1ccc([N+](=O)[O-])o1	73%	?	17%	0%	i
O=C(N/N=C1\C(=O)c2cccc3cccc1c23)c1ccc(O)cc1	71%	23%	-10%	-6%	8.0%
COc1cccc(CSc2ccc(S(=O)(=O)N3CCOCC3)cc2C(=O)NCC2CCCO2)c1OC (stereo unspecified)	-9%	-2%	-5%	-4%	1.7%
CCS(=O)(=O)Nc1ccc(Cc2ccc(NS(=O)(=O)CC)cc2)cc1	16%	-14%	-4%	10%	i
CC1CCCN(S(=O)(=O)c2ccc(NC(=O)C3CCN(C(=O)c4ccco4)CC3)cc2)C1 (stereo unspecified)	8%	7%	1%	0%	0.7%
Nc1ccccc1SC1CC(=O)N(c2ccc(Cl)c(Cl)c2)C1=O (stereo unspecified)	-1%	5%	1%	4%	i
CC(=O)Nc1ccc(NC(=O)CSCc2cnn(-c3ccccc3)c2-n2cccc2)cc1	-3%	-9%	4%	1%	1.1%
Nc1nnnn1/N=C/c1ccccc1OCc1ccc(Cl)cc1	-16%	-2%	1%	-24%	i
CC(C)CC1NC(=O)N(CC(=O)N2CCN(S(=O)(=O)c3ccc(Cl)cc3)CC2)C1=O (stereo unspecified)	.	-2%	14%	2%	2.5%	inhibitors of VEEV 10K pilot screen=0.4
CCN(CC)P(=O)(NC(=O)c1cccn1C)N(CC)CC	-1%	-2%	-12%	6%	i
COC(=O)c1sccc1NC(=O)CSc1nnnn1-c1ccccc1F	19%	2%	-2%	-1%	7.2%
O=C(O)c1csc(Cc2ccccc2)n1	50%	4%	-2%	-16%	0.8%
CC(=O)Nc1ccc(CC#N)cc1	-4%	10%	-2%	-7%	3.6%
O=c1c2cc(F)ccc2[nH]c(=S)n1Cc1ccc(F)cc1	-8%	5%	-1%	-12%	0.9%
CC12CC3CC(C)(C1)CC(C(=O)Nc1nn[nH]n1)(C3)C2	61%	10%	-14%	-8%	0.6%
COc1ccc(OC)c(S(=O)(=O)NCCO)c1	-9%	5%	2%	13%	i
O=C(Cc1ccccc1[N+](=O)[O-])OCc1cccc([N+](=O)[O-])c1	.	6%	-6%	.	.
Cc1ccc(N=Nc2c(C)[nH]n(C(N)=S)c2=O)cc1C	0.57µM*	?	-5%	-2%	8.9%
O=S(=O)(Nc1ccc(O)c(Sc2nc3ccccc3s2)c1)c1ccc(Cl)cc1	27%	-8%	-6%	13%	i

(next part)
SMILES	tuberculosis growth	M. tuberculosis HTS	Salmonella PhoP GFP	H1N1 NS1A inhibition	inhibitors of VEEV	others
O=C(Nc1cccc2cccnc12)c1cccnc1	-5%	-14%	-3%	2%	i
CCN1CCCC1CN(Cc1cc2ccc(C)cc2[nH]c1=O)C(=S)Nc1cccc(OC)c1 (stereo unspecified)	17%	4%	5%	12%	1.1%
CC[N+](CC)(CC)C/C(N)=N/O	-5%	-3%	10%	2%	0.7%
COc1ccc(Cc2nc(-c3cccs3)no2)cc1OC	20%	-1%	-19%	-2%	4.0%
COc1ccc(NC(=O)c2ocnc2C)cc1OC	0%	-13%	-2%	2%	3.2%
CC(=O)Nc1ccc(S(=O)(=O)Nc2ccc(Cl)nn2)cc1	9%	-3%	5%	-6%	4.3%
CC(C)NC(=O)Nc1cccc(Cl)c1	-4%	4%	2%	-4%	i
COc1ccc(C2NCCc3c2[nH]c2ccccc32)cc1COc1ccc(F)cc1 (stereo unspecified)	?	?	39µM*	12%	i
CCN(C(=O)COC(=O)Cc1ccccc1)c1c(N)n(Cc2ccccc2)c(=O)[nH]c1=O	-2%	-8%	.	-8%	1.1%
CC1=CC(=O)C=C(C)C1=NOC(=O)/C=C\c1ccccc1	76%	5%	-2%	-9%	i
CC1CCCC(C)N1C(=O)CCN1C(=O)C2C3C=CC(C3)C2C1=O (stereo unspecified)	-5%	0%	11%	3%	0.6%
CCCS(=O)(=O)N1CCCC(C(=O)Oc2ccc(OC)cc2)C1 (stereo unspecified)	-5%	-3%	8%	-17%	0.6%
COc1cc(Br)c(Br)cc1N	12%	58%	1%	-7%	i
Cc1csc(NC(=S)Nc2cccc(Cl)c2)n1	?	2.8µM*	-12%	-2%	7.0%

Screening results: PubChem, Southern Research Specialized Biocontainment Screening Center

Not a hit list; overall some 1.6% were active at least once.
